Screening results deposited in PubChem by several laboratories.
GSK3B inh – human GSK3beta kinase inhibitors, primary screen, biochemical, cell-free homogeneous, HTS; Glycogen synthase kinase-3 beta (Homo sapiens), P49841; activity score (negative = inhibition), % at 10 µM; hit rate 0.038% among 300,000; GST-GSK3beta kinase, ADP-Glo luminescence, 60 min; stronger effect = lower value;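 active means more than half of replicate wells score below -50%, meaning over 50% inhibition versus plate controls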;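 further: 0% = median DMSO wells and -100% = median GW8510 positive control wells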
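Test system: GST-fused GSK3beta enzyme, cell-free | Quantity: 1.6 ng GST-GSK3beta enzyme per well | Reagent: 25 µM ATP with peptide substrate | Schedule: 60 min enzyme reaction, room temperature | Signal: Luminescent ADP-Glo measurement of ADP formed | Read-out basis: Score relative to plate controls | Control set: DMSO and 20 µM GW8510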
GSK3A inh – blockers of GSK3A enzyme activity – biochemical, luminescence, cell-free homogeneous, HTS, primary screen; GSK-3 alpha kinase, ADP-Glo luminescence, 60 min; hit rate 0.1% among 320,000; inhibition, % at 10 µM; Glycogen synthase kinase-3 alpha (Homo sapiens), P49840;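 in the data active means inhibition above about 50%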;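 further: GST-tagged GSK-3 alpha with peptide substrate and 25 µM ATP; 0% = DMSO neutral wells and 100% = GW8510 positive control wells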
PolyA inh – polyadenylation inhibitors in yeast reporter cells, primary screen, luminescence, S. cerevisiae; S. cerevisiae SKY197-pL101 polyadenylation reporter, beta-gal luminescence; efflux-impaired pdr1/pdr3 knockout yeast; score 100 = 6 SD above DMSO; calls only at 12 µM; hit rate 0.02% among 300,000; AID 1875, 2009;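 active means lowest replicate activity score at least 50, where 100 means six control SD above control mean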;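 further: yeast exposed to compound for 9 h at 30 °C; higher score means more reporter readthrough which indicates perturbed polyadenylation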
KCNK9 inh – KCNK9 potassium channel inhibitors, primary screen, HEK293 cells, thallium flux. Potassium channel subfamily K member 9 (Homo sapiens), Q9NPC2. FluxOR thallium flux fluorescence; stronger effect = lower value. B-score at 10 µM. hit rate 1.2% among 310,000;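 active means ratio B-score over 3 SD below the library mean, with starting fluorescence within 5 SD of its mean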;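 further: negative B-score means less thallium flux so channel inhibition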
KCNQ1 block – inhibitors of human KCNQ1 channel, primary screen, cell-based, thallium flux, high-throughput; hit rate 1.3% among 310,000; AID 2642, 2010; CHO-K1 KCNQ1, FluxOR thallium flux fluorescence; stronger effect = higher value; B-score at 10 µM; Potassium voltage-gated channel subfamily KQT member 1 (Homo sapiens), P51787;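 active means compounds whose thallium flux B-score, printed positive for inhibition, exceeds three library SD while starting fluorescence stays within three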;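 further: channel opened by potassium depolarization with thallium stimulus after 20 min compound exposure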
KCNK3 block – human KCNK3 channel inhibitors, primary screen, CHO cells, FluxOR thallium flux, B-score. Potassium channel subfamily K member 3 (Homo sapiens), O14649. FluxOR fluorescence; stronger effect = lower value. B-score at 10 µM. hit rate 0.84% among 340,000. AID 602410, 2012;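 active means B-score under library mean minus 4 SD, starting fluorescence ratio at most library mean plus 5 SD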;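 further: more negative B-score means stronger inhibition of thallium flux through KCNK3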
Dyrk1A ADPGlo – rat Dyrk1A kinase inhibitors, primary screen, biochemical, single point, plate reader | Dual specificity tyrosine-phosphorylation-regulated kinase 1A (Rattus norvegicus), Q63470 | ADP-Glo luminescence, NFATc1 peptide | inhibition, % at 12.5 µM | hit rate 0.43% among 310,000 | AID 504441, 2011; in the data active means inhibition above about 50%;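 further: plate controls were vehicle with enzyme for no effect and no enzyme for full effect; many of its hits are not listed in these tables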
RGS4 pot – RGS4 potentiators or activators, primary screen, cell-based, HEK293 M3R inducible RGS4, calcium flux. hit rate 0.92% among 310,000. carbachol calcium flux Fluo4; stronger effect = lower value. B-score at 10 µM;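 active means B-score of the integrated calcium signal more than 4 SD below the library mean, with starting fluorescence not abnormally high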;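 further: negative B-score means reduced calcium response which marks RGS4 activation or potentiation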
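Also added: carbachol at ECmax as muscarinic agonist stimulus; Assay system: HEK293 cells with stable M3R and inducible RGS4; Timing: overnight RGS4 induction, 30 min dye load 37 °C, 20 min compound RT; Measured by: Fluo4-AM (2 µM) calcium-flux fluorescence, kinetic read.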
RGS4 inh – RGS4 inhibitors, primary screen, cell-based, HEK293 M3R inducible RGS4, calcium flux; hit rate 0.45% among 310,000; Fluo-4 calcium flux; stronger effect = higher value; triggered by carbachol at its EC20; B-score at 10 µM;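 active means B-score, a plate-corrected calcium signal, over three deviations above library mean, with baseline fluorescence within five deviations of library mean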;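 further: RGS4 expression induced by doxycycline in cells with stable M3 receptor; B-score is computed from the integrated fluorescence ratio over baseline after carbachol; higher B-score means a larger calcium signal and so more RGS4 inhibition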
KCNQ1 act – potentiators or activators of KCNQ1 channel, primary screen, cell-based, thallium flux, high-throughput; Potassium voltage-gated channel subfamily KQT member 1 (Homo sapiens), P51787; CHO-K1 KCNQ1, thallium flux FluxOR fluorescence; stronger effect = higher value; B-score at 10 µM; hit rate 0.35% among 310,000; AID 2648, 2010;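 active means fluorescence ratio B-score, a plate-corrected score, at least three library SD, with initial intensity B-score within 5 SD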
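System: Stable KCNQ1 CHO-K1 line | Incubation: 90 min dye loading and 20 min compound exposure, both at room temperature | Measure: Ratio B score | Medium: Assay buffer for compound exposure, DMSO matched across wells | Compound dosing: Single-concentration screen | Probe or stimulus: K+/Tl+ depolarizing stimulus | Measured by: Kinetic FluxOR fluorescence, 10 s baseline plus 110 s post-stimulus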
hERG rescue – hERG rescue from dofetilide block, primary screen, cell-based, CHO-hERG, FluxOR thallium flux, dofetilide IC70 | Voltage-gated inwardly rectifying potassium channel KCNH2 (Homo sapiens), Q12809 | dofetilide IC70 present | activation (rescue from dofetilide block), less the hit threshold, % at 10 µM | hit rate 0.51% among 310,000;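 active means activation above the mean of controls blocked by dofetilide plus 5 SD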;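 further: thallium influx through hERG after potassium depolarization seen as dye fluorescence rise; in these data hits start at about 4.7%; inactives centre near -7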
Target sequence (Q12809 whole entry, looked up): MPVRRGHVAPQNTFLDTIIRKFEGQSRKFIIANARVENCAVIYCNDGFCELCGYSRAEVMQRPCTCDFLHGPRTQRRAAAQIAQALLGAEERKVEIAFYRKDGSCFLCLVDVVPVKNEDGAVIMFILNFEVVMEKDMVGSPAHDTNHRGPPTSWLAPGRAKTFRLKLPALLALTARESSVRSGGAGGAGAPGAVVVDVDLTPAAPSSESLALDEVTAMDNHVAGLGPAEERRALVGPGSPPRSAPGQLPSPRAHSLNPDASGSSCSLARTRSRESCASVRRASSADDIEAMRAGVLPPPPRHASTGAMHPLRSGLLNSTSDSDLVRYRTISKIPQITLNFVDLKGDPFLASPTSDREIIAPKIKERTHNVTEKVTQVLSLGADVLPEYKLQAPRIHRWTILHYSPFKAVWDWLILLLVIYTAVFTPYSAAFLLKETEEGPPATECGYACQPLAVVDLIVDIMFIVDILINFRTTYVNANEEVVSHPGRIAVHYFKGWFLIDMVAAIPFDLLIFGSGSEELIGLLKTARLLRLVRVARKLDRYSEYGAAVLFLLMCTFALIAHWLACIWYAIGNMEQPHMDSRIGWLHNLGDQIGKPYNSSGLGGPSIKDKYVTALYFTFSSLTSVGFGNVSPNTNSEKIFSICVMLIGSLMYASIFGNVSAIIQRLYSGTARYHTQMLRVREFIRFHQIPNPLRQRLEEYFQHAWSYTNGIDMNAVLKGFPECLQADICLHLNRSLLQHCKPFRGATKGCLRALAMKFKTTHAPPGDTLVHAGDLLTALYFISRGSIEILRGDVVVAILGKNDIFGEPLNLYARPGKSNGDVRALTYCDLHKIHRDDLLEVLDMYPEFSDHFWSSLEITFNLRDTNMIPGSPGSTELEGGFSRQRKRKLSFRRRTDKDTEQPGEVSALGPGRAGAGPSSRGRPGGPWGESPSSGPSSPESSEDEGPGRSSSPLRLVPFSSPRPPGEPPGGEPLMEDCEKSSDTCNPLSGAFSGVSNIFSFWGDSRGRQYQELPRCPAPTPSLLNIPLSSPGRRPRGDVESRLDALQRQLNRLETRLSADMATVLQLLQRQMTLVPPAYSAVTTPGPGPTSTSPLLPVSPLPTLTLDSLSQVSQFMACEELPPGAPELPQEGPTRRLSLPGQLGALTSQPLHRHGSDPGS
Starred values were filed as active, the others as inactive; i = inactive; / = not tested or not shown.

Structure	KCNQ1 act	RGS4 inh	PolyA inh	KCNK3 block	GSK3A inh	KCNK9 inh	Dyrk1A ADPGlo	KCNQ1 block	GSK3B inh	RGS4 pot	hERG rescue
O=C(O)c1ccc(NC2OC[C@@H](O)[C@H](O)[C@H]2O)cc1 (stereo not given in full)	i	i	i	i	1	i	6	i	4	i	-10
C/C(=N\NC(=S)Nc1ccccc1C)C1Cc2ccccc2C(=O)O1 (stereo not given)	i	i	i	i	-2	i	5	i	0	i	-6
CCCCCCc1cc2cc(C(=O)Nc3cccc(OC)c3)c(=O)oc2cc1O	i	i	i	i	0	i	-3	i	-1	i	-3
CCOC(=O)c1sc(NC(=O)c2cc(-c3ccc(C)cc3)nc3ccccc23)c(C#N)c1C	i	i	i	i	-3	i	-3	7*	4	i	-19
Cc1ccnc(SCC(=O)c2ccc(Br)s2)n1	i	i	i	i	-5	i	2	i	0	i	-10
CCCN1CCC(NC23CC4CC(CC(C4)C2)C3)CC1	i	i	i	/	0	i	/	i	1	i	-7
CCn1c(SCC(=O)c2ccc(NS(=O)(=O)c3ccccc3)cc2)nnc1-c1cccs1	i	i	i	i	-3	i	5	i	3	i	-10
Cn1cc(SCC(=O)Nc2nccs2)c2ccccc21	i	i	i	i	1	i	3	i	-2	i	-10
Cc1nn(-c2ccccc2)c(N2CCCC2)c1C=O	i	i	i	i	-2	i	0	i	0	i	-18
O=C1[C@@H]2Cc3c([nH]c4ccccc34)CN2C(=O)CN1CCCO	i	i	i	i	-1	i	2	i	-1	i	-1
O=C1Nc2ccc(Br)cc2C1=Nc1ccc(-c2nnc3n2CCCCC3)cc1	i	i	i	/	/	i	/	i	2	i	2
C=C(C)C(=O)Nc1cccc(C2=NOC3(C2)C[C@@H](C(N)=O)N(C(=O)CC(c2ccccc2)c2ccccc2)C3)c1 (stereo not given in full)	i	i	i	i	-2	i	-4	i	2	i	-14
COCCn1nnnc1C(c1cc(OC)ccc1OC)N1CCc2ccccc2C1 (stereo not given)	i	i	i	i	5	i	8	i	1	i	-7
Cc1ccc(S(=O)(=O)NCCc2ccncc2)cc1[N+](=O)[O-]	i	i	i	i	-1	i	-1	i	-1	i	-5
Cc1ccsc1/C=C(\C#N)C(=O)NCCCN1CCOCC1	i	i	i	i	0	i	1	i	-2	i	-15
COc1ccc(/C=C2\SC(=S)N(CC(=O)OCC(=O)Nc3ccc(C)cc3Cl)C2=O)cc1	i	i	i	i	-1	i	/	i	1	i	-6
O=C(Nc1nnc(-c2ccccc2)o1)c1cc(-c2cccs2)nc2ccccc12	i	i	i	i	1	i	-1	i	0	i	-21
COc1ccc(CCN(C)C(=O)Cc2ccc(-c3ccccc3)cc2)cc1OC	i	i	i	i	-1	i	-2	i	/	i	-15
CCOc1ccc(C(=O)C(CN2CCOCC2)c2ccccc2)cc1 (stereo not given)	i	i	i	i	7	i	-5	i	-3	i	-6
COc1cccc(CC2(CO)CCCN(Cc3ccc(-c4ccco4)cc3)C2)c1 (stereo not given)	i	i	i	i	0	i	/	i	0	i	-22
COc1ccc2nc(/N=C\N(C)C)sc2c1	i	i	i	i	0	i	23	i	-1	i	-10
CCCCNc1ccc(S(N)(=O)=O)cc1[N+](=O)[O-]	i	i	i	/	-1	i	/	i	1	i	-6
CN(C)S(=O)(=O)c1ccc(C(=O)Nc2cc3c(cc2C(=O)O)OCCCO3)cc1	i	i	i	i	-4	i	1	i	1	i	-6
COC(=O)C(C(=O)OC)C(C[N+](=O)[O-])c1ccc(OC)cc1 (stereo not given)	i	i	i	i	2	i	3	i	1	i	-7
CN(C)/C=C/C=C1C(=O)CCCC1=O	i	i	i	i	0	i	-5	i	-2	i	-13
CCOc1ccc(/C(O)=C2/C(=O)C(=O)N(Cc3cccnc3)C2c2ccc(N(C)C)cc2)c(C)c1 (stereo not given)	i	i	i	i	-1	i	-1	i	1	i	-3
COC(=O)[C@@H]1C[C@@]2(O)[C@H](O)[C@H](O)[C@H](O)C[C@H]2N1Cc1ccc(C(F)(F)F)cc1	i	i	i	i	7	i	-6	i	23	i	-5
Cc1ccc2oc(=O)c3cnn(CC(=O)N4CCN(c5ccccn5)CC4)c3c2c1	i	i	i	i	21	i	16	i	0	i	-14
COC(=O)c1cccc(NC(=S)NCCC2=CCCCC2)c1	i	i	i	i	2	i	17	i	4	i	-8
O=C(CSc1nncn1-c1cccnc1)Nc1cccc([N+](=O)[O-])c1	i	i	i	i	-1	i	1	i	-7	i	-7
CCN(CC)CCNC(=O)c1ccc(NC(=O)c2c(C)nn(-c3ccc(F)cc3)c2Cl)cc1	i	i	i	i	0	i	0	i	-5	-9.8*	-8
CN(CC(=O)NNC(=O)Cc1ccccc1F)S(=O)(=O)c1ccc(Cl)cc1	i	i	i	i	/	i	3	i	1	i	-5
CC(=O)N1CCCc2cc(S(=O)(=O)N(C)CCC#N)ccc21	i	i	i	i	-1	i	0	i	0	i	-8
CC(C)CC(=O)N1CCN(Cc2ccccc2Cl)CC1	i	i	i	i	-4	i	-4	i	-2	i	-13
COC(=O)c1c(-c2ccccc2)noc1-c1ccccc1	i	i	i	i	-3	i	/	i	3	i	-10
CCN(CC)S(=O)(=O)c1ccc(OC)c(NC(=O)c2cn(CC)c3nc(C)ccc3c2=O)c1	i	i	i	i	-1	i	1	i	-1	i	-16
COC(=O)Cc1ccc(NC(=O)c2ccccc2Cl)cc1	i	i	i	i	-3	i	-3	i	2	i	-10
Cc1ccc(NC(=O)C2COc3ccccc3O2)cc1C (stereo not given)	i	i	i	i	0	i	2	i	-4	i	-5
O=C(Nc1ccc2c(c1)oc1ccccc12)c1ccncc1	i	i	i	i	0	i	0	i	-1	i	-13
N=C1S/C(=C\c2cn[nH]c2-c2ccc(F)cc2)C(=O)N1c1ccccc1F	i	i	i	i	0	i	25	i	2	i	-10
Cc1ccc(C)c2sc(NC(=O)c3ccc(N4C(=O)CCC4=O)cc3)nc12	i	i	i	i	-6	i	3	i	-12	i	-9
COC(CNC(=O)CNC(=S)N(Cc1ccccc1)Cc1cccs1)OC	i	i	i	i	-4	i	-3	i	1	i	-4
COCc1cc(=O)[nH]c(Sc2c(-c3ccccc3)c3ccc(Cl)cc3[nH]c2=O)n1	i	i	i	i	-2	i	-8	i	3	i	-4
COc1cc(/C=C2/C(=N)N3C(SC)=NSC3=NC2=O)ccc1OC(=O)c1ccco1	i	i	i	i	-1	i	58*	i	7	i	-2
Cc1cccnc1NC(=S)NCCc1ccccc1	i	i	i	i	0	i	2	i	-3	i	-20
Cc1ccc(CNC(=O)C2CCCN2S(=O)(=O)c2ccc(Cl)cc2)cc1 (stereo not given)	i	i	i	i	0	i	-6	i	1	i	-12
O=C(c1cccc([N+](=O)[O-])c1)c1ccc2c(c1)C(=O)NC2=O	i	i	i	i	5	i	-7	i	-8	i	-9
CCN(CC)CCN1C(=O)C(=O)/C(=C(/O)c2ccc(S(=O)(=O)N3CCOCC3)cc2)C1c1ccc(C)cc1 (stereo not given)	i	i	i	i	-3	i	-6	i	3	i	-7
Cc1nn(C)cc1/C=N/NC(=O)CSc1ccccn1	i	i	i	i	2	i	7	i	3	i	-4
Cn1ccnc1C(=O)Cc1ccc([N+](=O)[O-])cc1	i	i	i	i	-2	i	/	i	-1	i	-7
CC(C)Sc1nc2c(cnn2-c2ccccc2)c(=O)[nH]1	i	i	i	i	-2	i	3	i	0	i	-1
Cc1ccc(OC(=O)c2ccc(C)c([N+](=O)[O-])c2)cn1	i	i	i	i	-1	i	2	i	1	i	-9

Six structures out of the list, ordered by molar mass, high to low:
Structure	KCNQ1 act	RGS4 inh	PolyA inh	KCNK3 block	GSK3A inh	KCNK9 inh	Dyrk1A ADPGlo	KCNQ1 block	GSK3B inh	RGS4 pot	hERG rescue
Cc1ccc2oc(=O)c3cnn(CC(=O)N4CCN(c5ccccn5)CC4)c3c2c1	i	i	i	i	21	i	16	i	0	i	-14
Cc1ccnc(SCC(=O)c2ccc(Br)s2)n1	i	i	i	i	-5	i	2	i	0	i	-10
Cc1ccc(S(=O)(=O)NCCc2ccncc2)cc1[N+](=O)[O-]	i	i	i	i	-1	i	-1	i	-1	i	-5
COC(=O)c1cccc(NC(=S)NCCC2=CCCCC2)c1	i	i	i	i	2	i	17	i	4	i	-8
CCCCNc1ccc(S(N)(=O)=O)cc1[N+](=O)[O-]	i	i	i	/	-1	i	/	i	1	i	-6
Cc1ccc(OC(=O)c2ccc(C)c([N+](=O)[O-])c2)cn1	i	i	i	i	-1	i	2	i	1	i	-9

These rows are one share of the data, so the mix of outcomes need not match the whole.
